# High-throughput results: PubChem BioAssay, several laboratories
# 14-3-3 Bad inh: disrupts binding of bovine 14-3-3 zeta to phospho-Bad peptide; actives 0.71% (n = 220,000); inhibition, % at 21.7 µM; TR-FRET 14-3-3zeta/Dy647-pBad peptide displacement, 1 h; AID 781; P63103;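 active = inhibition above about 70%, limit read from the data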;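 note: 0% = full 14-3-3 plus peptide FRET controls and 100% = background without 14-3-3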
# Target sequence (P63103 whole entry, looked up): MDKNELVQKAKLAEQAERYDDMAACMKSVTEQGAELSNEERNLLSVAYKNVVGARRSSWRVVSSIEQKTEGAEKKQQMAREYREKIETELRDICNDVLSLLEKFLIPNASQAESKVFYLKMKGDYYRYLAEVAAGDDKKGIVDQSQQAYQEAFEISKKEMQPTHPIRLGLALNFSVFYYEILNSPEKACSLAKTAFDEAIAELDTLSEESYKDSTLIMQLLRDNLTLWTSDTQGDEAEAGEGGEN
# zfTRPN1 agonist: zebrafish TRPN1 (NompC) channel agonism; HEK293 zebrafish TRPN1-YFP, Fluo-8 calcium fluorescence; 100% = response to 87 µM carbachol; activation, % at 3 µM; actives 0.18% (n = 220,000); AID 1424;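 active = activation above its plate's cutoff, the mean activation of test wells on that plate plus 3 SD, cut at about 19% in these data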;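 note: 0% = DMSO alone and 100% = 87 µM carbachol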
#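 Material: zebrafish TRPN1-YFP in HEK293 cells; Doses: single test compound dose, 3 µM nominal, 0.3% DMSO; Timing: dye loading 1 h at 37 °C, then 30 min room temperature; Technique: intracellular calcium fluorescence with Fluo-8; Benchmarks: high carbachol 87 µM, low DMSO alone.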
# EP2 modulator: modulates human prostaglandin E2 receptor EP2 signaling; P43116; EP2-expressing cells, cAMP HTRF FRET, PGE2 co-stimulation; induction, % at 25 µM; actives 0.83% (n = 260,000); AID 940;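 active = compounds whose cAMP rise, as percent of the full-agonist control response, exceeds 60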;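 note: rat C6 glioma line stably carrying human EP2 under a CMV promoter; the protocol text gives 20 µM as final concentration; 100% = response of wells given 1 µM PGE2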
# Target sequence (P43116 whole entry, looked up): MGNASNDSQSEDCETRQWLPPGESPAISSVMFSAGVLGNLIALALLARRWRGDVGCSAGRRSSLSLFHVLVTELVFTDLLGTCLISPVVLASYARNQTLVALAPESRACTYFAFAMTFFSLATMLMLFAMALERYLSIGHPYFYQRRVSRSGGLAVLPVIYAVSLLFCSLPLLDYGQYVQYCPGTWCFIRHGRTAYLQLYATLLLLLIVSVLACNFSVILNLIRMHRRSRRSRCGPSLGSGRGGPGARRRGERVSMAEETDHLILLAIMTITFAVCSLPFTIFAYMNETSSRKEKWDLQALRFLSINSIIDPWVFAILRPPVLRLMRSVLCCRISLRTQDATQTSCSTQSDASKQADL
# NPY-Y1 antag: antagonists of human neuropeptide Y receptor Y1; inhibition, % at 3.6 µM; AID 1040; P25929; HEK293-CNG Y1 cells, membrane potential fluorescence; NPY at EC95, then isoproterenol; actives 1% (n = 200,000);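 active = inhibition above the campaign mean inhibition of all tested compounds plus 3 SD, cut at about 20% in these data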;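 note: 0% = DMSO wells given NPY plus isoproterenol and 100% = isoproterenol alone without NPY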
# Target sequence (P25929 whole entry, looked up): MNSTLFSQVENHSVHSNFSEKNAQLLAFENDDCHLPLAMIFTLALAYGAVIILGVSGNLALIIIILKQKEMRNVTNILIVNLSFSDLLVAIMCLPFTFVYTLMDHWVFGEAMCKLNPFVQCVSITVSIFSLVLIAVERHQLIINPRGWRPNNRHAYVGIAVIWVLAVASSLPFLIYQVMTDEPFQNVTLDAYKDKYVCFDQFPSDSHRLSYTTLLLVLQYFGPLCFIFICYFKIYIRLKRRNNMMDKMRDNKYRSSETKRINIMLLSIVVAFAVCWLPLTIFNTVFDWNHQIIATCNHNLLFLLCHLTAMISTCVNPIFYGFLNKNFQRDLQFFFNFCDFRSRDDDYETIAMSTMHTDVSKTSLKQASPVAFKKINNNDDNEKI
#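 Material: HEK293 Y1/CNG channel cell line | Also added: NPY (25 nM), isoproterenol (1 µM), Ro 20-1724 (25 µM) | Compound: One concentration, 3.6 µM, in 0.4% DMSO | Schedule: 3 h dye uptake, 1 h room-temperature compound, 45 min post-isoproterenol | Signal: Membrane-potential fluorescent dye readout | Read-out: % inhibition of NPY effect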
# PPC-1+TRAIL kill: compounds killing PPC-1 cancer cells with TRAIL present (potentiator screen, no TRAIL-free arm); PPC-1 cells + TRAIL, ATPLite viability luminescence; actives 0.41% (n = 220,000); cell killing (% activity), % at 4 µM;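 active = cell killing above 50% in the first pass at 4 µM, then a duplicate retest at 5 µM averaging 50% or more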;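 note: plate controls were cells with TRAIL plus DMSO for no effect and medium-only wells lacking cells for full effect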
# TRPML3 ag: agonists of human TRPML3 channel. Q8TDD5. activation, % at 3 µM. actives 0.29% (n = 220,000). HEK293 TRPML3-YFP, Fluo-8 calcium fluorescence; 100% = the carbachol control signal. AID 1448;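 active = activation above its plate's cutoff, the mean activation of the plate's test wells plus 3 SD, cut at about 12% in these data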;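 note: 0% = DMSO only wells and 100% = carbachol wells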
#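 Test system – HEK293 line with stable expression of human TRPML3-YFP channel · Control set – carbachol 87 µM final as high control (100%), DMSO as low control (0%) · Signal – Fluo-8 calcium dye fluorescence, ex 470-495, em 515-575 nm · Incubation – 1-h 37 °C dye load, 5-s basal, 120-s post-compound reads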
# NPY-Y1 PAM-ag: potentiates or activates human NPY-Y1 receptor. NPY-Y1 expressing cells, potentiator/agonist activation. actives 0.37% (n = 220,000). activation, % at 3.6 µM; in the data active = activation above about 33%, passing the limit was not always enough;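 note: cells stimulated with NPY at EC10 then isoproterenol at EC100; 0% = low agonist plus stimulus and 100% = saturating agonist plus stimulus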
# PGE2 EP2 inh: inhibitors of human EP2 prostaglandin E2 receptor | actives 0.52% (n = 260,000) | P43116 | C6 glioma cells expressing human EP2, cAMP TR-FRET; cells stimulated with saturating PGE2 | AID 1422 | inhibition, % at 25 µM;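 active = percent inhibition above 40 after rounding to a whole number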;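 note: rat C6 glioma host cells with rolipram phosphodiesterase inhibitor present; the protocol text gives 20 µM as final concentration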
# CHOP inh: blocks CHOP induction under ER stress; CHO-K1 CHOP-promoter luciferase, tunicamycin-induced, 15-18 h; inhibition, % at 10 µM; actives 3.8% (n = 220,000); AID 2732;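 active = compounds that reduced the stress-induced luciferase reporter signal by more than about 70% of percent inhibition, limit read from the data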;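 note: 0% = tunicamycin plus vehicle and 100% = wells without tunicamycin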
# * hit, by the source's call; · = not tested or not shown; + = active, no number; & = joins results of further samples; [ ] = another dose, or the depositor's remark. This is a subset. The share of hits here may be higher or lower than overall.
(1) COC(=O)c1cccc(C23CC4(C2)[C@H](CN(Cc2cccnc2)[C@@H]4c2ccccc2)C3c2ccc(Cl)nc2)c1 (some centres not stated)
(2) CC(=NCCc1ccccc1)C1=C(O)C(c2ccccc2)OC1=O (configuration not stated)
(3) Cc1ccc(C(=O)CSc2nc(C)cc(=O)[nH]2)cc1
(4) COCCNC(=O)C(c1ccncc1)N(C(=O)Cn1nnc2ccccc21)c1ccc(OC)cc1 (configuration not stated)
(5) CN(CC(=O)NCc1ccncc1)S(=O)(=O)c1ccc(F)cc1
(6) O=c1oc(-c2cccs2)nc2sc3c(c12)CCCCC3
(7) C(=C\c1ccccc1)/CSc1ccccn1
(8) CC(=O)NC(CCS(C)(=O)=O)C(=O)Nc1cccc(Cl)c1Cl (configuration not stated)
(9) Cc1ccc(-c2nc3cccnc3s2)cc1NS(C)(=O)=O
(10) O=C1C=C(c2ccccc2)CC(/C=C/c2ccccc2)C1 (configuration not stated)
Assay by compound,1,2,3,4,5,6,7,8,9,10
14-3-3 Bad inh,-2,-10,-12,11,-13,·,-7,2,3,-4
zfTRPN1 agonist,·,1.0,-0.5,0.5,0.4,-0.3,-1.0,1.9,0.2,-1.1
EP2 modulator,13,-3,16,12,3&18,·,15,6,-7,15
NPY-Y1 antag,·,-4,9,-6,-6,0,-2,-4,-5,23*
PPC-1+TRAIL kill,6,19,-14,10,14,-8,5,-9,5,4
TRPML3 ag,·,0.3,0.3,-0.4,0.6,1.1,-0.5,0.1,0.8,-0.1
NPY-Y1 PAM-ag,·,7,-32,2,-10,6,0,21,6,-38
PGE2 EP2 inh,15,1,6,7,10&6,10,4,11,11,9
CHOP inh,15,32,-6,15,-20,·,-26,-5,38,3

# Three entries from above, ordered by the value under NPY-Y1 PAM-ag, highest first.
no. | SMILES | NPY-Y1 PAM-ag
7 | C(=C\c1ccccc1)/CSc1ccccn1 | 0
5 | CN(CC(=O)NCc1ccncc1)S(=O)(=O)c1ccc(F)cc1 | -10
10 | O=C1C=C(c2ccccc2)CC(/C=C/c2ccccc2)C1 (configuration not stated) | -38

# (list continues)
(11) COc1ccc(-c2nc(C(N)=O)c3[nH]c(=O)n(-c4cccc(C)c4)c3n2)c(OC)c1
(12) O=C(CN1C(=O)NC2(CCCCC2)C1=O)N1CCc2ccccc2C1
(13) COc1ccccc1NC(=O)COc1ccccc1
(14) CCCOC(=O)C1C2C=CC(C2)C1C(=O)OCC(=O)c1ccccc1 (configuration not stated)
(15) C=CCNc1nc(-c2ccccc2)nc(-n2ccnc2)n1
(16) CCOC(=O)c1ccc(NC(=S)NC2CCCC2)cc1
(17) COc1ccc(C(=O)NC2CCCCC2)cc1S(=O)(=O)N1CCCC1
(18) O=C(Nc1cccc2ccccc12)N1CCN(c2ccccc2)CC1
(19) O=C(Nc1ccc(Br)cc1)C1CC=CCC1C(=O)OCC1CCCO1 (configuration not stated)
(20) O=C(Cn1cc(C(F)(F)F)ccc1=O)N1CCN(S(=O)(=O)c2ccccc2)CC1
Assay by compound,11,12,13,14,15,16,17,18,19,20
14-3-3 Bad inh,-14,-1,3,-5,-6,-17[fluorescence artefact?],9[fluorescence artefact?],1[fluorescence artefact?],-8[fluorescence artefact?],4
zfTRPN1 agonist,-1.7,1.1,-0.5,-0.2,-1.1,11,0.1,-0.3,-0.5,0.0
EP2 modulator,-11,-30,5,7,36,1,-8,-7,-6,-6
NPY-Y1 antag,1,-2,0,2,-1,-4,-4,1,2,1
PPC-1+TRAIL kill,7,5,6,13,8,18,1,42,46,0
TRPML3 ag,-0.3,1.0,0.1,2.8,0.2,5.3,0.7,0.9,-0.1,0.4
NPY-Y1 PAM-ag,-3,-5,-16,22,16,0,-1,-22,9,9
PGE2 EP2 inh,12,-3,5,3,7,2,8,17,1,8
CHOP inh,-21,6,-10,20,13,23,-16,3,16,-5

(21) CCOC(=O)N1CCN(S(=O)(=O)c2ccc(OC)c(Cl)c2Cl)CC1
(22) CCOc1ccc2c(c1)C(c1ccc(C)cc1)=NNC(c1ccc(OC)cc1)=N2
(23) CCN(CC(=O)Nc1ccccc1Br)Cc1nc2ccccc2c(=O)[nH]1
(24) Cc1cc(N2C(=O)C(=O)/C(=C(/O)c3ccc(F)cc3)C2c2cccc(Br)c2)no1 (configuration not stated)
(25) O=C1c2ccccc2C(=O)N1CCCCSc1nnc2ccccn12
(26) CC(C)c1ccc(-n2nc3ccc(N)cc3n2)cc1
(27) COC(=O)c1sccc1NC(=O)CC1C(=O)NCCN1C(=O)Nc1ccc(F)cc1F (configuration not stated)
(28) Cn1c(C(=O)OC(C(=O)NC2CCCCC2)c2cccnc2)cc2sccc21 (configuration not stated)
(29) CCCOC(=O)COC(=O)c1ccccc1NC(=O)c1ccccc1
(30) CCOc1ccc(N2CC(C(=O)Nc3ccccn3)CC2=O)cc1 (configuration not stated)
Assay by compound,21,22,23,24,25,26,27,28,29,30
14-3-3 Bad inh,-14,-5,-4,4[fluorescence artefact?],1,-12,-9,-10,-1,2
zfTRPN1 agonist,1.8,-1.8,1.8,0.0,1.1,-1.0,1.9,1.5,-0.6,-0.1
EP2 modulator,-59,-2,7,19,1,-29,-2,-38&-2,1,2
NPY-Y1 antag,11,9,1,-1,-4,-2,·,10,15,2
PPC-1+TRAIL kill,-3,-3,-3,12,-18,20,12,16,25,7
TRPML3 ag,0.5,-0.4,-0.7,-0.3,0.5,0.6,1.3,0.4,0.2,0.7
NPY-Y1 PAM-ag,-7,-23,16,11,6,9,7,-35,-70,-3
PGE2 EP2 inh,21,7,1,21,19,13,5,17&4,4,13
CHOP inh,57,39,4,18,22,54,12,-25,63,-11

# Overlap with the part before: 4 compounds, then new ones.
(27) COC(=O)c1sccc1NC(=O)CC1C(=O)NCCN1C(=O)Nc1ccc(F)cc1F (configuration not stated)
(28) Cn1c(C(=O)OC(C(=O)NC2CCCCC2)c2cccnc2)cc2sccc21 (configuration not stated)
(29) CCCOC(=O)COC(=O)c1ccccc1NC(=O)c1ccccc1
(30) CCOc1ccc(N2CC(C(=O)Nc3ccccn3)CC2=O)cc1 (configuration not stated)
(31) CC(C)C(=O)Nc1cccc(NC(=S)NC(=O)c2ccccc2Cl)c1
(32) O=C(Cn1cc2c(n1)CCCC2)N1CCOCC1
(33) O=C(CCc1nnc(Cc2ccc3c(c2)OCO3)o1)NC(c1ccccn1)C(F)(F)F (configuration not stated)
(34) Cc1cc(C)nc(SCc2cn3ccccc3n2)n1
(35) COc1nccnc1NS(=O)(=O)c1ccc(N=Cc2c(C)[nH]n(-c3ccc(C)c(C)c3)c2=O)cc1
(36) Cc1ccc(C(=O)N/N=C/C=C/c2ccccc2)cc1
(37) COc1ccc(NS(=O)(=O)c2cc(NC(=O)C3CC3)ccc2N2CCCCC2)cc1
(38) CON(C)c1nc(OCCNC(=O)COc2ccc(Cl)cc2C)nc(N(C)C)n1
(39) Cc1ccc(-c2noc(C3CCCN(C(=O)c4c(F)cccc4F)C3)n2)cc1 (configuration not stated)
(40) COc1ccc(NC(=O)/C=C2\SC(=O)NC2=O)cc1
Assay by compound,27,28,29,30,31,32,33,34,35,36,37,38,39,40
14-3-3 Bad inh,-9,-10,-1,2,-1,-5,-11,-9,5,-10,-1,-4,2,-1
zfTRPN1 agonist,1.9,1.5,-0.6,-0.1,6.1,0.7,0.7,-0.1,0.1,-1.3,0.1,-2.2,2.8,0.9
EP2 modulator,-2,-38&-2,1,2,-30,16,-2,-8,31,-13,-7,10,4,3
NPY-Y1 antag,·,10,15,2,-7,1,7,·,0,11,2,-2,4,4
PPC-1+TRAIL kill,12,16,25,7,10,-1,4,14,40,5,5,20,-3,24
TRPML3 ag,1.3,0.4,0.2,0.7,2.1,0.5,0.1,0.2,-0.1,-0.2,-0.2,-0.1,2.4,1.1
NPY-Y1 PAM-ag,7,-35,-70,-3,8,-12,1,2,-9,-5,5,-12,-6,9
PGE2 EP2 inh,5,17&4,4,13,4,5,6,6,·,3,9,10,12,6
CHOP inh,12,-25,63,-11,27,-25,-2,-12,-8,-30,18,17,30,-22

(41) CC(C)CNC(=S)Nc1ccccc1F
(42) O=C(Nc1ccc(C(F)(F)F)cc1)c1ccccc1Br
(43) C/C(=N\N=C\c1cccc(F)c1)c1nnn(-c2nonc2N)c1C
(44) CC1CCCN(S(=O)(=O)c2cccc(-c3cn4cccnc4n3)c2)C1 (configuration not stated)
(45) OCCN1CN=C(Nc2nc3ccccc3s2)NC1
(46) Cc1ccc(/C=C/C(=O)N2CCN(S(=O)(=O)c3ccc(C)c(C)c3)CC2)o1
(47) COc1cc(OC)cc(-c2nc3ccccc3c(=O)n2OC(=O)c2ccccc2C)c1
(48) CC(=O)Oc1ccc2c(c1)Oc1cc(OC(C)=O)ccc1C21OC(=O)c2ccccc21
(49) CCCCCC(=O)NC(CC(=O)OC)c1ccc2c(c1)OCO2 (configuration not stated)
(50) CCc1cc(=O)oc2cc(OCC(=O)N3CCCc4ccccc43)ccc12
Assay by compound,41,42,43,44,45,46,47,48,49,50
14-3-3 Bad inh,-5,7,9,6,-4,11[fluorescence artefact?],-5[fluorescence artefact?],20[fluorescence artefact?],-2,6
zfTRPN1 agonist,-0.7,-1.3,1.9,1.1,1.2,-1.4,-0.5,+,-0.3,-0.7
EP2 modulator,-5,-51,17,26,3,-16,47,-15,17,-34
NPY-Y1 antag,3,0,-2,1,-4,0,-12,32*,7,11
PPC-1+TRAIL kill,21,10,17,-12,18,24,24,3,-1,16
TRPML3 ag,0.1,0.3,1.0,0.8,1.1,-0.7,-0.8,506*,0.2,0.2
NPY-Y1 PAM-ag,-5,-2,5,-7,16,-17,1,-21,0,-50
PGE2 EP2 inh,2,4,5,·,3,1,2,17,6,5
CHOP inh,-43,-38,-13,8,8,-6,94*,4,5,-22

(51) O=C(NCc1ccc2c(c1)OCO2)c1ccc(COc2cc(Cl)ccc2Cl)o1
(52) O=C(NCC1COc2ccccc2O1)c1ccccc1 (configuration not stated)
(53) CS(=O)(=O)c1sc(C#N)c2c1C(=O)CC(c1ccccc1)C2 (configuration not stated)
(54) CC(C)[C@H](NC(N)=O)C(=O)Nc1ccc(Oc2ccccc2)cc1
(55) CN(C)c1ccc(NC(=O)c2ccc3c(c2)nnn3C)cc1
Assay by compound,51,52,53,54,55
14-3-3 Bad inh,4,7,-11,-4,-14
zfTRPN1 agonist,2.4,-0.8,6.0,0.2,0.1
EP2 modulator,-20,-5,-11,-2,-32
NPY-Y1 antag,-3,1,·,-4,-3
PPC-1+TRAIL kill,7,19,4,-11,-5
TRPML3 ag,0.1,0.4,7.9,-0.7,0.2
NPY-Y1 PAM-ag,-31,-24,13,6,12
PGE2 EP2 inh,5,11,39,6,11
CHOP inh,54,26,107*,5,-18
